# Screening data: PubChem, National Center for Advancing Translational Sciences (NCATS)
# Tau filament bind – binds recombinant human tau filaments. recombinant tau filaments, thioflavin S fluorescence, 15 h; filaments grown with octadecylsulfate alongside compound. 71,000 tested, 2% active. AID 596. P10636. Potency, µM (top dose mostly 57.1 µM), inactives show at the highest dose activity change, negative = inhibition;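 further: potency means the concentration at half of the fitted maximal effect; on the % scale 0 is the no-effect control and ±100 the full control effect; actives lower thioflavin S fluorescence by blocking filaments or displacing dye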
#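 His-tagged recombinant human tau (exons 2, 3, 10; 1 uM final) fibrillized with 30 uM sodium octadecylsulfate, 15 h at 37 C, in pH 7.4 HEPES buffer with 10 uM thioflavine S and 5 mM DTT. Reduced ThS fluorescence (450/510 nm) marks activity.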
# ALOX15 inhib – inhibitors of human 15-lipoxygenase (ALOX15) | P16050 | purified 15hLO-1, xylenol orange hydroperoxide absorbance | Potency, µM (highest dose often 57.1 µM), for the others: at the highest dose activity change, negative = inhibition, most hits filed as inhibitors | 74,000 tested, 1.4% active; further: potency means the concentration at half of the fitted maximal effect; on the % scale 0 is the no-effect control and ±100 the full control effect; nearly all actives have a fitted effect of over 55% in size
# Target sequence (P16050 whole entry, looked up): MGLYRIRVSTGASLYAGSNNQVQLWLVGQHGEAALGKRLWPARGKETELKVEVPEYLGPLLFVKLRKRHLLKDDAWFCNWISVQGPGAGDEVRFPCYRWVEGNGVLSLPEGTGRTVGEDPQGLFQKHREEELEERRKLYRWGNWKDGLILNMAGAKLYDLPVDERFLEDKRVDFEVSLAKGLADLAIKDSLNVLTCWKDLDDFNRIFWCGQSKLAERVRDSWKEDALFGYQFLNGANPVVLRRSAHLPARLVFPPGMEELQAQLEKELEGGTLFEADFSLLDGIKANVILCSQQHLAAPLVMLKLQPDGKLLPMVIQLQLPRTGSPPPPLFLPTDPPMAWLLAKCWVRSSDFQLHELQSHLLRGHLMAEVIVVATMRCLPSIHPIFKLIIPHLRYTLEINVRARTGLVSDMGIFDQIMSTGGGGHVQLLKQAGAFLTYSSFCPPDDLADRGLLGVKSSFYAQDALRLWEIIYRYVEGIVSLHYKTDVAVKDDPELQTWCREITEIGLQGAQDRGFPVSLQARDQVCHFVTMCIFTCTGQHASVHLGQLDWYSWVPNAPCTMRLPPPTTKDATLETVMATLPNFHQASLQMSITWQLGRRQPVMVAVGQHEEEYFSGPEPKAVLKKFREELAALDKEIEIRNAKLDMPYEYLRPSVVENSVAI
#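 Purified human 15hLO-1 (40 nM final) in 25 mM Hepes pH 7.5, 0.01% Triton X-100 was preincubated with compound 15 min at room temperature, then reacted 6 min with 50 uM arachidonic acid; hydroperoxide detected by Fe-XO, 573/405 nm absorbance ratio.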
# Luciferase inh – inhibitors of firefly luciferase | purified firefly luciferase, luminescence, 8 min | Potency, µM (top dose mostly 57.1 µM), without a hit: at the top dose activity change, negative = inhibition, most hits filed as inhibitors | P08659 | 72,000 tested, 2.2% active | AID 411; further: potency means the concentration at half of the fitted maximal effect; on the % scale 0 is the no-effect control and ±100 the full control effect; nearly all actives have a fitted effect of over 40% in size
#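 Titration-based qHTS; buffer 50 mM imidazole pH 7.2, 50 mM KCl, 7 mM MgCl2, 10 uM ATP, 0.01% Tween 20, 0.05% BSA; luciferase/luciferin detector mix added after compound; 8 min, ambient; luminescence.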
# HBB splicing – hemoglobin beta splicing modulation; 65,000 tested, 0.06% active; HBB splicing reporter cell assay, activation; EGFP reporter with mutant IVS2-654 intron; response scale: normalised to 500 nM splice-correcting PNA; AID 925; Potency, µM (doses to about 46.1 µM), without a hit: at the top dose activation, most hits filed as activators; further: potency means the concentration at half of the fitted maximal effect; 0% is about no effect
#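 HeLa cells stably expressing EGFP interrupted by mutant beta-globin intron 2 (IVS2-654), 500/well in 2% FCS. Treated with compound for 2 days at 37C. Splicing correction scored as total well GFP intensity (488 nm excitation, 500-520 nm emission); 500 nM antisense PNA served as control.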
# Ub-GFP proteasome – inhibits proteasome, raising ubiquitin-GFP reporter fluorescence; AID 526; Potency, µM (series often up to 45.9 µM), without a hit: top-dose activation (GFP accumulation), usual class: activators; 67,000 tested, under 10 active; Ubiquitin-GFP reporter cells, proteasome inhibition, GFP fluorescence; response scale: untreated = 0%, 10 µM MG-132 = 100%; active means well fitted activation curve with a large enough effect, not every such curve was filed as active; inconclusive means small, poorly fitted or top-dose-only effect, or another doubt; inactive means no such curve, though single readings can be large or run the other way; further: potency means the concentration at half of the fitted maximal effect
#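 GFP accumulation read-out: laser plate cytometry counting ubiquitin(G76V)-GFP-expressing U2OS cells after 4 hr compound exposure at 37 °C. Titrations spanned 46 uM to 2.9 nM; 0% = basal, 100% = 10 uM MG-132; concentration-response curves fitted.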
# CRE-bla Fsk – modulators of forskolin-stimulated CRE signaling in CHO cells. CHO CRE-bla reporter (cAMP response element driving beta-lactamase), forskolin EC10, beta-lactamase ratio. Potency, µM (doses to about 38.2 µM), inactives show at the top dose activity change, negative = inhibition, actives largely listed as activators. 71,000 tested, 2.5% active; active means well fitted activation curve with a large enough effect in the signal ratio, with a control signal flat, not every such curve was filed as active; inconclusive means small, poorly fitted or top-dose-only effect, or effect the other way, or a change in a side signal; the % refers to the signal ratio; further: potency means the concentration at half of the fitted maximal effect; % of control where 0% means no effect
#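 Using CellSensor CRE-bla CHO cells in Opti-MEM with 0.5% dialyzed FBS, compounds were titrated with EC10 NKH 477 for 3 h at 37 °C. CCF4 ratio (460/530 nm) gave %Activity; AC50 derived.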
# ERK AVP inh – blocks ERK signaling stimulated by vasopressin; HEK293-V1b, vasopressin-stimulated pERK AlphaScreen; Potency, µM (top dose mostly 57.5 µM), without a hit: top-dose activity, negative = inhibition, most hits filed as inhibitors; 72,000 tested, 0.99% active; AID 995; further: potency means the concentration at half of the fitted maximal effect; on the % scale 0 is the no-effect control and ±100 the full control effect; nearly all actives have a fitted effect of over 55% in size
#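 qHTS, compounds titrated on V1b-expressing HEK293 cells. Preincubation 30 min at 37C, vasopressin 25 nM for 5 min, lysis 10 min, bead incubation 5 hr at room temperature.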
# Pol III holo inh – inhibitors of bacterial DNA polymerase III holoenzyme | reconstituted DNA polymerase III holoenzyme replication, biochemical | Potency, µM (doses to about 57.1 µM), without a hit: top-dose activity change, negative = inhibition | 71,000 tested, 0.25% active | AID 603; further: potency means the concentration at half of the fitted maximal effect; on the % scale 0 is the no-effect control and ±100 the full control effect
#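 Reconstituted *E. coli* holoenzyme (0.35 nM Pol III, 1 nM beta, 154 nM SSB, 2 nM primase) was preincubated with compound for 15 min at RT. Synthesis on 1.4 nM ssM13Gori ran 35 min, then was stopped with PicoGreen/EDTA and read as dsDNA fluorescence.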
# HADH2 inhib – inhibitors of human HADH2 dehydrogenase; Q99714; recombinant HADH2, NADH fluorescence, beta-hydroxybutyryl-CoA; Potency, µM (highest dose often 57.1 µM), for the others: at the highest dose activity change, negative = inhibition, usual class: inhibitors; 73,000 tested, 3.4% active; further: potency means the concentration at half of the fitted maximal effect; on the % scale 0 is the no-effect control and ±100 the full control effect; nearly all actives have a fitted effect of over 60% in size; many of its hits are not listed in these tables
# Target sequence (Q99714 whole entry, looked up, one chain of several): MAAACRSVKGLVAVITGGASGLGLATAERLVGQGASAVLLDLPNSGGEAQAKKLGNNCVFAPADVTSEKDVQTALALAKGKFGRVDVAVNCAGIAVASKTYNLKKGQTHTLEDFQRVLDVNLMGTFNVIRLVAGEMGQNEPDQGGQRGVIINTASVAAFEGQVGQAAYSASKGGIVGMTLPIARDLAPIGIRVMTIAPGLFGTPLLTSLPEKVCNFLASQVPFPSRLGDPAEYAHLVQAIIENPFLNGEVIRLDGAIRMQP
#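 Buffer 100 mM Tris-HCl pH 9.0/0.01% Tween-20; HADH2 20 nM; NAD+ 1 mM; beta-hydroxybutyryl-CoA 90 uM (all final). 15 min cpd preincubation, RT.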
# Epigenetic mod – epigenetic modulators derepressing GFP locus in mouse cells; Potency, µM (doses to about 46.1 µM), for the others: top-dose GFP derepression (activation); mouse C127i GFP locus derepression, cytometry, 30 h; 68,000 tested, 0.09% active; further: % of control where 0% means no effect
#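 Read-out is the number of GFP-positive cells, scored as fluorescent objects 20 to 120 um wide, reflecting derepression of a silenced CMV-GFP reporter in murine C127i cells after 30 h compound exposure at 37 C.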
# Hsp90 Hop PPI – changes Hsp90-Hop TPR2A binding signal, up or down; Potency, µM (top dose mostly 57 µM), without a hit: at the top dose activity change, negative = inhibition; AlphaScreen TPR2A-His6 binding biotin-Hsp90 C-terminal peptide; 71,000 tested, 0.44% active; active means well fitted curve in either direction with a large enough effect; inconclusive means small, poorly fitted or top-dose-only effect, or another doubt; further: potency means the concentration at half of the fitted maximal effect; on the % scale 0 is the no-effect control and ±100 the full control effect; many of its hits are not listed in these tables
# Starred values were filed as active, the others as inactive; ? = inconclusive; nt = not tested or not shown; [ ] = dose if it differs, or a comment. Unless noted, the call rests on the fitted dose curve; in most records, active means well fitted curve in the direction sought with a large enough effect; inconclusive means small, poorly fitted or top-dose-only effect, or another doubt; inactive means no such curve, though single readings can be large; an effect the other way counts as inactive or inconclusive. This is a subset, so the mix of outcomes need not match the whole.
molecule	ALOX15 inhib	CRE-bla Fsk	HADH2 inhib	Ub-GFP proteasome	Tau filament bind	Epigenetic mod	Pol III holo inh	ERK AVP inh	Hsp90 Hop PPI	Luciferase inh	HBB splicing
COc1cccc(N2C(=O)CC(N3CCC(C(N)=O)(N4CCCCC4)CC3)C2=O)c1 (centres undefined)	1%	-10%	-12%	10%	6%	-3%	-2%	-5%	-2%	-1%	3.2%
COC(=O)[C@@H]1C[C@@]1(C)[C@@H](NC(=O)OCc1ccccc1)c1ccccc1	-3%	?	-2%	nt	-30%	nt	6%	16%	5%	nt	-1.2%
CC(=O)CCc1ccccc1	5%	-9%	6%	nt	9%	nt	2%	14%	?	nt	0.6%
O=c1[nH]c(CN2CCC(c3nc4ccccc4s3)CC2)nc2sc3c(c12)CCC3	4%	10%	4%	-1%	6%	-2%	-6%	-1%	-1%	1%	0.9%
COC(=O)[C@@]1(Cc2ccc(F)cc2)[C@H]2c3cc(C(=O)N4CCCC4)n(CCSCCO)c3C[C@H]2CN1C(=O)c1ccccc1	nt	-19%	-4%	nt	-3%	nt	7%	4%	-6%	nt	-0.3%
COC(=O)C1CN(S(=O)(=O)c2ccc(C)cc2)CCN1S(=O)(=O)c1ccc(C)cc1 (centres undefined)	0%	-9%	-1%	14%	2%	0%	2%	4%	-1%	2%	-0.4%
CCCCn1c(CN2CCN(C(=O)OCC)CC2)nc2c1c(=O)[nH]c(=O)n2C	1%	?	-1%	9%	-10%	16%	4%	27%	-5%	0%	2.6%
COC1CCCCC1NS(=O)(=O)c1ccccc1 (centres undefined)	6%	-8%	-17%	-4%	0%	-3%	-4%	3%	-3%	4%	-4.3%
Cn1c(=O)oc2cc(S(=O)(=O)NC3CCCCCCC3)ccc21	0%	?	1%	-8%	-2%	-2%	9%	-16%	1%	0%	-1.2%
Cc1cccc(NC(=O)C23CCC(C)(/C(=N/O)C2)C3(C)C)c1 (centres undefined)	8%	9%	2%	nt	-12%	2%	-4%	12%	0%	2%	-1.0%[0.369 µM]
NC(N)=NC(N)=Nc1ccc(S(=O)(=O)O)cc1	8%[11.4 µM]	-8%[7.6 µM]	7%[11.4 µM]	-7%[9.17 µM]	-1%[11.4 µM]	-2%[9.22 µM]	-4%[11.4 µM]	-22%[11.5 µM]	-2%[11 µM]	2%[11.4 µM]	4.9%[9.22 µM]
O=C(NCc1cccnc1)C1CCCCN1S(=O)(=O)c1ccc(F)cc1 (centres undefined)	2%	?	1%	-6%	1%	-1%	-6%	2%	-1%	4%	-3.7%
NC(=O)CSc1nnc(COc2ccccc2)n1C1CCCCC1	1%	-2%	2%	-5%	13%	-1%	-7%	-3%	-3%	-32%	-0.4%
CCOC(=O)C1CCN(C(=O)CNS(=O)(=O)c2ccc(Br)s2)CC1	1%	?	2%	-2%	-7%	0%	-3%	8%	-6%	0%	0.0%
CC1CCc2c(C(=O)Oc3cccc(-n4cnnn4)c3)csc2C1 (centres undefined)	-6%	?	0%	4%	10%	-1%	0%	9%	10%	-43%	0.9%
COC(=O)c1ccc(OCC(O)Cn2nnc3ccccc32)cc1 (centres undefined)	7%	0%	8%	5%	4%	3%	-3%	-11%	-4%	1%	1.9%[57.5 µM]
CC(=O)c1cccc(NC(=O)Cn2cc3c(n2)CCCC3)c1	-1%	6%	2%	7%	3%	0%	-3%	-25%	1%	2%	-1.5%
O=C(Nc1ccc(-n2nncc2-c2ccco2)cc1)c1cccc(F)c1	-10%	?	3%	3%	?	2%	1%	?	-9%	-1%	7.3%[0.369 µM]
Cc1csc(SCC(=O)N2CCN(S(=O)(=O)c3ccc(Cl)cc3)CC2)n1	9%	-7%	1%	-1%	2%	4%	?	17%	-2%	0%	0.0%[57.5 µM]
COc1ccc(Cl)cc1NC(=O)CN(c1ccccc1)S(=O)(=O)N(C)C	-1%	-6%	6%	1%	-1%	7%	3%	-13%	5%	1%	-0.5%
Cc1cccc(N(CC(=O)NC2CCCC2)C(=O)CCCC(=O)Nc2ccccn2)c1	7%	-4%	16%	-6%	3%	-1%	-1%	-11%	-1%	-1%	0.0%[57.5 µM]
O=C(O)CCC(=O)N1CCc2cc(S(=O)(=O)N3CC=C(c4ccccc4)CC3)ccc21	-15%	-15%	-5%	-6%	4%	nt	-4%	nt	-2%	3%	0.7%
COC(=O)[C@@H]1C[C@H]1[C@@H](NC(C)=O)c1ccccc1	nt	-3%	?	nt	-18%	nt	-3%	1%	1%	nt	3.7%
COc1ccc(C(=O)CSc2nnc(CNc3ccc(C)cc3C)n2Cc2ccco2)cc1	?	?	-13%	2%	-15%	0%	-3%	-2%	-25%	-2%	-4.8%
O=C(CN1CCC(n2nnc3cc(F)ccc32)CC1)N1CCCc2ccccc21	-1%	-5%	0%	4%	1%	-1%	4%	-18%	-4%	0%	nt
CCc1noc(C)c1C(=O)N1CC(C)OC(C)C1 (centres undefined)	0%	-12%	-3%	-10%	-1%	10%	-1%	16%	1%	0%	0.6%
CC1(C)Cc2c(c(N3CCCC3)nc3sc4c(N5CCN(CCO)CC5)ncnc4c23)CO1	-4%	-2%	-11%	-1%	3%	0%	-3%	-3%	-3%	-10%	-1.7%
CCC(C)NC(=O)C1c2cc(OC)c(OC)cc2C(=O)N(C)C1c1ccc(OC)cc1 (centres undefined)	8%	0%	7%	0%	6%	0%	-11%	17%	-1%	1%	-0.3%
Cc1ccc(NC(=O)c2cnccn2)c(OC(F)F)c1	-19%	11%	11%	1%	-22%	-3%	-7%	-23%	-3%	3%	-0.3%
CC1(C)Oc2ccc(C(=O)N3CCCC3)cc2N(CC(=O)NCc2ccccc2)C1=O	-8%	19%	-1%	3%	3%	-1%	0%	-13%	-3%	-2%	-2.4%
COc1ccccc1Nc1nc(C)cc(C)c1C(N)=O	2%	-2%	117%[activator]	-9%	3%	2%	0%	-18%	-4%	-2%	-1.1%
O=C(Cn1ccsc1=NC(=O)c1ccco1)c1ccccc1	-4%	2%	-21%	0%	6%	-1%	-2%	-7%	0%	1%	nt
C=CC1=C(C)C2=Cc3c(C=C)c(C)c4[n]3[Sn+2][n]3c(c(C)c(CCC(=O)O)c3=CC3=NC(=C4)C(C)=C3CCC(=O)O)=CC1=N2	?	-8%	-8%	3%	?	2%	40µM*	-22%	32µM*	2%	nt
COc1ccc(NC(=O)CC2SC(=Nc3ccccc3)NC2=O)c(OC)c1 (centres undefined)	-2%	-5%	11%	-14%	-7%	7%	-7%	-20%	-2%	3%	0.8%
Cc1ccc(-n2c(SCC(=O)OC(C)C)nnc2-c2ccccn2)cc1	2%	?	19%	-3%	-6%	-2%	1%	-2%	?	0%	1.3%
CC(=O)Nc1nc2ccccc2n1CCN1CCOCC1	3%	17%	?	-3%	7%	1%	-2%	9%	1%	1%	-0.9%
C=CCn1c(CNC(=O)c2ccccc2C)nnc1SCC(=O)NC1CCCC1	6%	-13%	7%	-3%	5%	3%	1%	-25%	0%	2%	-1.0%
CCOC(=O)Cn1nnnc1C(CC)N(Cc1cccs1)Cc1cc2ccc(OC)cc2[nH]c1=O (centres undefined)	-18%	?	-13%	4%	15%	3%	7%	-21%	-9%	0%	1.8%
O=C(Cn1cc2c(n1)CCCC2)NCCCN1CCN(c2ccccc2F)CC1	4%	-12%	10%	-18%	-1%	0%	-7%	-17%	-7%	1%	0.2%
CC(=O)C1C(c2ccc(F)c(F)c2)NC(=O)NC1(O)C(F)(F)F (centres undefined)	1%	-2%	5%	-1%	4%	1%	1%	1%	-7%	1%	-0.1%
O=C(CCSc1ccccc1)NC1CCCC1	4%[11.4 µM]	14%[7.6 µM]	9%[11.4 µM]	-3%[9.17 µM]	5%[11.4 µM]	-2%	-2%[11.4 µM]	-12%	-2%[11 µM]	-10%	-0.1%[0.0738 µM]
O=C(CCCc1nc(-c2ccc(Cl)cc2)no1)Nc1cccnc1	6%	-1%	18%	-1%	5%	0%	-4%	-13%	-1%	-2%	-0.8%[57.5 µM]
